Screens (PubChem)
VHR inh abs – blocks human VHR1 dual specificity phosphatase; P51452; recombinant VHR phosphatase, pNPP absorbance; inhibition, % at 13.3 µM; actives 0.52% (n = 290,000); in the data active = inhibition above about 50%; also: some compounds called inactive have numbers as strong as hits
Rv3671c protease – Rv3671c (M. tuberculosis) protease inhibition. inhibition, % at 5.96 µM. actives 0.048% (n = 320,000). P9WHR9. AID 2606; in the data active = inhibition above about 38%;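 also: extracellular domain of Rv3671c used as enzyme; 0% = enzyme with DMSO and 100% = no enzyme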
Target sequence (P9WHR9 whole entry, looked up, the tested form may be a part): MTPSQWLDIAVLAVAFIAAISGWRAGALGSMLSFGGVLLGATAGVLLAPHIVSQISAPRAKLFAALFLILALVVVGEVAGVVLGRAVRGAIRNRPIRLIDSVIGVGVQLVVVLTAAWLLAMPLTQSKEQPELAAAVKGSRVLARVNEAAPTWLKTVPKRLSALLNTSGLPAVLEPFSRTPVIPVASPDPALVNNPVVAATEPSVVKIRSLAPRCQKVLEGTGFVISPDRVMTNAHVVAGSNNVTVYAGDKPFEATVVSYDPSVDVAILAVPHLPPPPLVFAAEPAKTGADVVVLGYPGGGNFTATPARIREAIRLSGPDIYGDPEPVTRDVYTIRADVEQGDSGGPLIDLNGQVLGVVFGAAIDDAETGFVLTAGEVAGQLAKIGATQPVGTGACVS
BoNT F protease – blocks Botulinum neurotoxin F light chain protease; Multiplex microsphere protease cleavage assay, flow cytometry; inhibition, % at 10 µM; actives 0.22% (n = 360,000); AID 588497; in the data active = inhibition above about 35%, passing the limit was not always enough; inconclusive = no clear call, values can overlap the other calls; also: plate controls were buffer without enzyme for full effect and enzyme alone for no effect
MazEF act – MazEF (E. coli) toxin RNase activation. FAM/BHQ RNA-DNA oligo cleavage fluorescence, 5 h. activation, % at 20 µM. actives 0.32% (n = 350,000). AID 504720; in the data active = activation above about 50%
Target sequence (P0AE70 whole entry, looked up): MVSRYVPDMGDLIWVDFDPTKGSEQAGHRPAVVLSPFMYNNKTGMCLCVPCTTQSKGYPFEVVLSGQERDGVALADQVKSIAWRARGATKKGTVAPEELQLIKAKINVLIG
BioA inh – blocks M. tuberculosis BioA enzyme activity; purified M. tuberculosis BioA enzyme, plate reader; inhibition, % at 9.99 µM; actives 0.096% (n = 360,000); in the data active = inhibition above about 40%; inconclusive = no clear call, values can overlap the other calls
CCHFV vOTU inh – blocks the CCHF virus ovarian tumor domain protease. CCHFV vOTU protease, Pep-AMC fluorescence. inhibition, % at 11.5 µM. actives 0.55% (n = 370,000). AID 651958; also: 0% = vehicle wells with enzyme and 100% = no enzyme wells
FBA Mtb inh – Mtb fructose-bisphosphate aldolase inhibition; P9WQA3; purified M. tuberculosis FBA, fluorescence read-out; inhibition, % at 1 µM; actives 2.3% (n = 360,000); AID 588726; in the data active = inhibition above about 27%;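 also: 0% = vehicle and 100% = reference inhibitor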
FadD28 binding – blocks FadD28 binding to the bisubstrate probe; fluorescence polarization; inhibition, % at 12.5 µM; actives 0.22% (n = 360,000); in the data active = inhibition above about 8.5%, passing the limit was not always enough; inconclusive = no clear call, values can overlap the other calls
GDH-TPI counter – inhibits GDH-TPI coupling enzymes, artifact for Mtb FBA screen | GDH-TPI coupled enzyme counterscreen, NADH absorbance | inhibition, % at 4.8 µM | actives 1.2% (n = 360,000) | AID 588335;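 also: 0% = DMSO wells and 100% = wells lacking the enzyme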
UGM FP inh – blocks M. tuberculosis UGM enzyme. purified UGM, fluorescence polarization probe displacement. inhibition, % at 10 µM. actives 0.06% (n = 320,000). AID 504406; in the data active = inhibition above about 10%, passing the limit was not always enough; inconclusive = no clear call, values can overlap the other calls
Target sequence (P9WIQ1 whole entry, looked up): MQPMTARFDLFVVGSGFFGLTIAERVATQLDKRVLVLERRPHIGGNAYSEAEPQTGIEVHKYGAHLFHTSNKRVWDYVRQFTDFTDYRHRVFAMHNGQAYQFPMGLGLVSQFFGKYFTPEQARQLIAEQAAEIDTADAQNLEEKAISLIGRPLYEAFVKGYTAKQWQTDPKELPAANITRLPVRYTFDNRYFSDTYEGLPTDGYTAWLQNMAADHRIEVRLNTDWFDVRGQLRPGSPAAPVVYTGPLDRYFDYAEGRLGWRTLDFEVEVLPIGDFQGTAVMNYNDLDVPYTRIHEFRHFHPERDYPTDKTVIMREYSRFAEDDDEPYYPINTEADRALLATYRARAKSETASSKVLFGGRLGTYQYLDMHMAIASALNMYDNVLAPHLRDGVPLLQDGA
* = called active by the depositor; ? = inconclusive; nt = not tested or not shown. Rule as the data show it, unless noted: active = inhibition above about 30%; inactive = the rest. The order is random; any-hit rate near 4.9%.

Each structure is followed by: VHR inh abs	Rv3671c protease	BoNT F protease	MazEF act	BioA inh	CCHFV vOTU inh	FBA Mtb inh	FadD28 binding	GDH-TPI counter	UGM FP inh
CCc1ccc2[nH]c(=O)c(CN(Cc3ccco3)C(=S)NCC3CCCO3)cc2c1 (stereo not drawn)
  24	-5	0	-6	nt	5	0	-4.2	3	1.6
O=C1Nc2ncccc2OC1CCO (stereo not drawn)
  33	1	5	12	-1.7	-1	5	-0.2	-1	-2.2
CCOc1ccccc1N(C(=O)Cn1nnnc1-c1ccc(C)o1)C(CC)C(=O)NC(C)(C)C (stereo not drawn)
  13	2	-3	1	nt	9	1	-0.6	-2	-1.8
CS(=O)(=O)Nc1ccc(C(=O)CSc2nnc(C3CC3)n2C2CC2)cc1
  nt	nt	-9	3	-0.3	16	-2	-2.4	20	nt
O=C(O)c1cc(NC(=O)c2ccc3c(c2)C(=O)N(Cc2cccnc2)C3=O)cc(C(=O)O)c1
  8	9	-7	6	-0.4	7	-4	2.3	4	0.7
CCCOc1ccc(C(=O)NC(=S)N2C[C@H]3C[C@H](C2)c2cccc(=O)n2C3)cc1
  28	-5	-6	13	0.5	5	1	1.2	9	0.6
COc1ccc(CNC(=O)CN(C(=O)c2csnn2)c2cccc(C(C)=O)c2)cc1
  34	-6	-4	0	0.3	10	4	-0.1	0	-2.3
CC(CCC(=O)O)C1CC[C@H]2C3CCC4CC(=O)CCC4(C)[C@H]3CC(=O)C12C (stereo partly drawn)
  10	-7	-5	1	-1.9	-3	2	-2.2	2	4.5
Cc1ccc([N+](=O)[O-])cc1S(=O)(=O)Nc1ccc(OCC(=O)N2CCOCC2)cc1
  -35	3	-2	1	-0.3	-10	-2	-2.9	-2	2.1
CC(C)CCNC(=O)c1onc(CSc2ccc(F)c(F)c2)c1C(=O)NCCC(C)C
  22	-3	-11	-8	-0.5	19	-1	-1.6	3	0.4
CC(C)CCNC(=O)CN(C(=O)CCC(=O)Nc1ccccn1)c1ccc2c(c1)OCO2
  -9	-7	?	-7	-1.1	3	5	0.1	10	-0.8
CC1CCCN(C(=O)C2CCN(S(=O)(=O)c3ccccc3)CC2)C1 (stereo not drawn)
  nt	-4	1	5	-0.9	11	0	0.1	2	6.1
Cc1c(C(=O)OCCOc2ccc(Br)cc2)sc(=S)n1C
  2	-7	1	12	nt	-5	-1	-2.6	-4	1.3
COc1ccc2c(c1)OC[C@H]1[C@@H]2N2C(=O)[C@@H](C)NC(=O)[C@@]2(C)[C@H]1c1ccccc1
  nt	3	-2	5	-0.1	-7	0	-18	3	-2.4
O=C(NCCN1CCOCC1)c1cn(-c2ccccc2)nc1-c1cccs1
  23	2	-11	3	0.1	-2	-1	-0.6	-7	-2.5
CN(C)CCOc1ccc2c(c1)Sc1ccccc1CC2=O
  5	-20	-12	7	0.7	-2	1	-2.0	-2	0.1
Cc1[nH]c2ccccc2c1C(=O)CN1CCCC(C)C1 (stereo not drawn)
  nt	-13	0	1	-1.3	-9	-1	-3.3	-2	-4.8
NC(N)=NC1=NC(=O)/C(=C/c2ccccc2-n2cccn2)S1
  28	3	3	-14	4.1	13	-3	-0.9	20	-0.9
COc1cccc(NC(=O)OCCN2CCN(Cc3ccccc3)CCC2=O)c1
  12	9	-8	-2	2.4	4	0	-1.6	2	2.6
CCCc1cc(=O)[nH]c(SCC(=O)c2c(N)n(CC(C)C)c(=O)n(C)c2=O)n1
  nt	4	5	-10	-2.9	-6	5	1.5	3	0.1

In the list so far, two have two or more sulfur atoms:
Each structure is followed by: VHR inh abs	Rv3671c protease	BoNT F protease	MazEF act	BioA inh	CCHFV vOTU inh	FBA Mtb inh	FadD28 binding	GDH-TPI counter	UGM FP inh
CS(=O)(=O)Nc1ccc(C(=O)CSc2nnc(C3CC3)n2C2CC2)cc1
  nt	nt	-9	3	-0.3	16	-2	-2.4	20	nt
Cc1c(C(=O)OCCOc2ccc(Br)cc2)sc(=S)n1C
  2	-7	1	12	nt	-5	-1	-2.6	-4	1.3

4 entries picked at random from those above:
Each structure is followed by: VHR inh abs	Rv3671c protease	BoNT F protease	MazEF act	BioA inh	CCHFV vOTU inh	FBA Mtb inh	FadD28 binding	GDH-TPI counter	UGM FP inh
CC1CCCN(C(=O)C2CCN(S(=O)(=O)c3ccccc3)CC2)C1 (stereo not drawn)
  nt	-4	1	5	-0.9	11	0	0.1	2	6.1
CCc1ccc2[nH]c(=O)c(CN(Cc3ccco3)C(=S)NCC3CCCO3)cc2c1 (stereo not drawn)
  24	-5	0	-6	nt	5	0	-4.2	3	1.6
CCOc1ccccc1N(C(=O)Cn1nnnc1-c1ccc(C)o1)C(CC)C(=O)NC(C)(C)C (stereo not drawn)
  13	2	-3	1	nt	9	1	-0.6	-2	-1.8
CS(=O)(=O)Nc1ccc(C(=O)CSc2nnc(C3CC3)n2C2CC2)cc1
  nt	nt	-9	3	-0.3	16	-2	-2.4	20	nt

New compounds follow.
Each structure is followed by: VHR inh abs	Rv3671c protease	BoNT F protease	MazEF act	BioA inh	CCHFV vOTU inh	FBA Mtb inh	FadD28 binding	GDH-TPI counter	UGM FP inh
Cc1ccc(OCC(=O)N2CCc3ccccc3C2)cc1C
  nt	nt	0	-7	-0.9	9	4	-2.5	15	nt
Cc1ccc2cc(C)c(N3CCN(c4ccc(F)cc4)CC3)nc2c1
  nt	-4	8	-3	-1.5	-11	2	-0.4	5	0.4
Cc1ccc(NC(=O)Cn2nnc(C(=O)NCc3cccs3)c2N)cc1
  18	-7	-4	-8	-1.1	1	4	-1.2	1	1.0
C=CCNC(=O)Nc1ccc(Cl)cn1
  17	-9	-2	7	nt	5	-4	-0.5	-3	-1.0
O=C(COc1cccc2c1CCN(Cc1ccc(Cl)cc1)C2=O)N1CCOCC1
  26	6	-7	9	nt	-3	4	-2.3	-3	0.1
O=C(COc1ccc(Br)cc1)Nc1ccc(N2CCOCC2)cc1N1CCOCC1
  nt	2	-14	-2	-0.4	-3	1	-0.3	2	-3.0
Cc1ccc(SCC(=O)Nc2ccc(S(=O)(=O)Nc3nccs3)cc2)cc1
  33	-10	0	4	nt	-5	0	2.7	11	0.9
CCN1CC(CN(C)Cc2nc(COc3ccccc3)no2)CC1=O (stereo not drawn)
  31	-3	1	-3	1.1	3	-1	-2.6	0	1.3
Cc1noc(C)c1S(=O)(=O)Nc1ccc2c(c1)C(=O)N([C@H](C)CO)C[C@H](C)[C@@H](CN(C)S(=O)(=O)c1ccc(F)cc1)O2
  nt	-3	-2	5	16	-8	-1	1.0	-1	-2.4
Cc1ccc(S(=O)(=O)N2CCN(Cc3ccccc3)CC2)cc1
  38	-25	-7	-5	-0.5	-2	2	-0.8	3	-2.2
COC(=O)COc1cccc2c(=O)n(CC(=O)NCc3ccc(F)cc3)ccc12
  3	-10	-9	4	-1.4	-2	7	-0.7	8	2.4
NC(=O)c1cccc(S(=O)(=O)N2CCCCC2)c1
  -5	-6	6	0	nt	4	-2	-1.0	1	1.8
Cc1nn(C(C)C(=O)N2CCc3ccccc3C2)c(=O)c2cc3occc3n12 (stereo not drawn)
  25	4	-1	-1	2.0	11	3	0.2	14	-0.8
CN(C)S(=O)(=O)Oc1ccsc1C(=O)Nc1ccc(C(F)(F)F)cc1
  -8	-9	-6	-5	nt	4	-3	-4.2	-10	-1.0
COc1ccccc1NC(=O)c1cccnc1
  21	2	-14	8	3.2	6	5	0.4	5	-1.0
COc1ccc2c(c1)NP(=S)(c1ccccc1)N2C (stereo not drawn)
  nt	nt	-12	-24	-6.6	38*	27*	-0.5	2	nt
Cc1cccc(C(=O)NC2CCN(S(=O)(=O)c3ccccc3F)CC2)c1
  -35	-16	?	6	-0.3	-8	-1	-3.7	2	1.9
Cc1nc(N2CCN(Cc3ccc(Cl)cc3)CC2)c2oc3ccccc3c2n1
  0	-10	-11	11	-0.6	-5	3	-3.4	6	-1.3
CC(C)N(CCc1ccncc1)C(=O)Nc1ccc(Cl)c(Cl)c1
  0	5	-12	-22	3.1	2	-1	-4.4	8	-0.2
Cc1ccc(C(C(=O)NC2CCCCC2)N(Cc2ccccc2)C(=O)Cc2c[nH]c3ccccc23)o1 (stereo not drawn)
  5	-10	-2	1	-1.5	18	-5	-3.8	-1	1.3

Full records, quoted from the list. Order of values: VHR inh abs	Rv3671c protease	BoNT F protease	MazEF act	BioA inh	CCHFV vOTU inh	FBA Mtb inh	FadD28 binding	GDH-TPI counter	UGM FP inh
`Cc1noc(C)c1S(=O)(=O)Nc1ccc2c(c1)C(=O)N([C@H](C)CO)C[C@H](C)[C@@H](CN(C)S(=O)(=O)c1ccc(F)cc1)O2` in the list: nt	-3	-2	5	16	-8	-1	1.0	-1	-2.4
`CCN1CC(CN(C)Cc2nc(COc3ccccc3)no2)CC1=O` (stereo not drawn) in the list: 31	-3	1	-3	1.1	3	-1	-2.6	0	1.3

(further entries)
Each structure is followed by: VHR inh abs	Rv3671c protease	BoNT F protease	MazEF act	BioA inh	CCHFV vOTU inh	FBA Mtb inh	FadD28 binding	GDH-TPI counter	UGM FP inh
CCN(CC(=O)Nc1ccc(OC)c(OC)c1)CC(=O)Nc1ccccc1C(F)(F)F
  -29	1	-1	4	2.2	5	-2	-2.4	-16	-2.8
COc1ccc(OC)c(NC(=O)c2ccc3c(c2)OCO3)c1
  10	-3	-7	5	0.5	10	-2	-2.7	-10	-3.3
COc1ccc([C@H]2CC(=O)C=C(c3ccc(Cl)c(F)c3)C2)cc1
  nt	-9	-7	7	-0.7	2	-3	1.3	8	3.6
Cc1ccccc1C(=O)Nc1ccc(Br)c(C)n1
  -8	3	16	-4	-2.3	7	0	-2.5	14	-2.5
C=C[C@@H]1c2c(F)cccc2N(S(=O)(=O)c2ccc(C)cc2)[C@H](c2ccc(OC(C)=O)cc2)C1(C#N)C#N
  nt	-60	-4	0	-1.0	16	-2	-1.0	-1	2.8
Cc1cc2c(N=O)c(NO)ccc2[nH]1
  -1	32	-43	11	1.1	nt	2	0.4	-12	-1.0
CCOC(=O)/C(C#N)=C/Nc1ccccc1NS(=O)(=O)c1cccc(C(C)=O)c1
  0	-11	-4	2	-0.1	11	-2	-2.8	18	-0.9
CCCCCOC(=O)C1C(c2ccccc2)C(C(=O)O)C1c1ccccc1 (stereo not drawn)
  24	1	-1	-7	nt	13	-3	-2.0	-5	0.6
CCCc1nnc(SCC(=O)N2CCCC(C)C2)n1CCOC (stereo not drawn)
  -1	4	0	10	nt	-3	2	-0.5	1	3.7
COCC(C)NC(=O)CCS(=O)(=O)c1nc(-c2ccc(OC)cc2)cc(C(F)(F)F)n1 (stereo not drawn)
  -2	-4	8	1	0.1	0	78*	-7.0	36*	-1.8
Cc1ccc(N=C(NO)c2nonc2N)cc1
  2	2	4	1	-1.9	1	-2	-1.6	-2	1.5
O=C(NCCNC(=O)c1ccccn1)c1ccc(Cl)cc1
  14	1	5	-27	-5.0	9	3	2.1	7	2.6
O=C(NCc1ccc2c(c1)OCO2)c1cccc(S(=O)(=O)N2CCCCC2)c1
  0	5	-3	2	nt	nt	-2	-1.7	5	0.0
Cc1ccccc1S(=O)(=O)NCc1ccc(N2CCN(C)CC2)cc1
  9	10	?	2	-0.4	6	1	-2.0	-2	-2.1
Cc1ccc(CN2CCCC2(C)C(=O)NC(C)C)cc1 (stereo not drawn)
  nt	nt	5	nt	-0.1	5	-1	-1.2	2	nt
COc1cc2c(c(OC)c1OC)C(=O)CO2
  nt	nt	-3	12	-2.2	-4	0	-3.9	8	nt
O=C(CCCN1C(=O)/C(=C/c2ccccc2)SC1=S)N1CCOCC1
  7	-2	-13	-6	0.3	6	1	-1.0	9	0.0
Cn1cccc1/C=C1\SC(=S)N(Nc2ccccc2)C1=O
  -8	-5	16	-47	-2.3	-1	-17	-0.9	1	3.1
COCc1cccc(-c2csc(C(NC(C)=O)c3cccc(F)c3)n2)c1 (stereo not drawn)
  nt	nt	1	nt	0.6	3	1	0.6	9	nt
C#CCN(C[C@@H]1[C@@H](OC(=O)NCc2ccccc2F)[C@@H](OC(=O)NCc2ccccc2F)Cn2c(=O)ccc(=O)n21)S(=O)(=O)c1ccc(C)cc1
  nt	nt	-2	-5	-0.9	22	1	2.3	8	nt
COc1cc(C(=O)N2CCN(c3cccc(C)c3C)CC2)cc(OC)c1OC
  26	9	2	3	-0.2	-4	1	-1.7	-12	2.0
